CFTR F508del cor – correctors of CFTR F508del function in bronchial epithelial cells; CFBE cells, YFP halide quenching; stimulated with forskolin plus potentiator P3; % fluorescence drop versus neutral controls; activity (quench increase), % at 7.58 µM; 0.36% of 350,000 active;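 active = mean added fluorescence quench of at least 8% versus neutral control, with both replicates also reaching 8%; inconclusive = only one of the mean or replicate conditions met; inactive = mean below 8% and not both replicates reaching 8%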;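 also: cells transiently co-express mutant CFTR-F508del with the halide-sensitive YFP; corrector assay measuring rescue of mutant channel to the surface after 24 h compound exposure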
EWS-Fli inh – blocks EWS/Fli oncoprotein-driven transcription; 0.67% of 350,000 active; A673 NR0B1-luciferase reporter, viability-normalised; inhibition, % at 12.6 µM;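 active = mean inhibition of at least 50% after viability correction, with every replicate also passing that limit; inconclusive = mean reaches 50% but only one of two replicates passes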;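 also: firefly luciferase signal divided by Alamar Blue viability fluorescence both relative to DMSO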
GSIS activator – GLuc luminescence reporter in INS-1E cells, primary screen for activators of glucose-dependent secretion of insulin | INS-1E GLuc reporter insulin secretion, 2-3 h | activation, % at 16.6 µM | 0.61% of 370,000 active;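 active = lowest replicate activation of at least 40%, so every replicate reaches that level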;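 also: 0% = median of neutral control wells and 100% = median of IBMX positive control wells; some compounds called inactive have numbers as strong as hits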
FN deposit inh – fibronectin deposition inhibition; AID 743247; inhibition, % at 12.6 µM; AH1F fibroblasts, Alexa488-fibronectin deposition fluorescence, overnight; 0.086% of 350,000 active;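 active = mean inhibition across replicates of 30% or more, regardless of how many single replicates reach that level; inconclusive = mean under 30% yet at least half of replicates reach 30%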;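 also: positive control wells lacked labelled fibronectin entirely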
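material = AH1F fibroblast monolayer depositing Alexa488-labelled fibronectin into matrix | amount = 10000 AH1F cells/well | buffer or medium = DMEM plus 2% serum, read in PBS | incubation = 1 h cell adhesion before compound, then overnight fibronectin incubation | detection = fluorescence at 485 nm excitation, 525 nm emission | evaluation = percent inhibition as loss of matrix-bound fibronectin fluorescence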
DENV2 CPE rescue – protects cells from dengue virus 2 cytopathic effect; DENV2-infected cells, cytopathic effect rescue, plate reader; CPE inhibition, % at 9.99 µM; 1.7% of 350,000 active; AID 651640; in the data active = CPE inhibition above about 20%, passing the limit was not always enough; inconclusive = no clear call, values can overlap the other calls; tested in BHK-21 cells;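 also: 0% = median of neutral control wells and 100% = median of positive control wells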
PAX8 reporter – PAX8 transcriptional activity inhibition; RMG-I TPO-luciferase reporter, SteadyGlo, 24 h; inhibition, % at 12.6 µM; 1.2% of 360,000 active;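 active = mean replicate inhibition at least 60% with every replicate also reaching 60%; inconclusive = only one of the two criteria is met; inactive = mean below 60% and not all replicates reaching 60%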;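 also: luciferase light reporting Pax8 driven TPO promoter activity; plate controls were median of neutral control wells for no effect and mitoxantrone controls for full effect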
miR-122 sensor – miR-122 inhibition in Huh7 cells; Huh7 miR-122 Renilla luciferase sensor, 48 h; neutral wells = 0, positive control = 100; activation (reporter increase), % at 12.5 µM; AID 602342; 0.3% of 340,000 active;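 active = mean replicate activation score at least 90 and every replicate individually at or above 90; inconclusive = only one of the two criteria met; inactive = neither criterion met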;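 also: higher luciferase means less miR-122 activity so hits act as miR-122 inhibitors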
* = called active by the depositor; ? = inconclusive; nt = not tested or not shown; [ ] = another dose, or the depositor's remark.

SMILES | CFTR F508del cor | EWS-Fli inh | GSIS activator | FN deposit inh | DENV2 CPE rescue | PAX8 reporter | miR-122 sensor
O=[N+]([O-])c1ccc(N/N=C/c2sc(N3CCOCC3)nc2-c2ccccc2)c(S(=O)(=O)Nc2ccc(Cl)cc2)c1 | -1.7 | 38.0 | 3.4 | -4.4 | 8.3 | 102.2* | nt
O=S(=O)(Cc1ccccc1)N1CCCCN2[C@@H](CO)[C@H](c3ccc(-c4cncnc4)cc3)[C@@H]2C1 | 2.1 | -7.7 | 9.9 | nt | -1.5 | 16.4 | 7.6[16.7 µM]
NC(c1ccccc1)c1csc(Nc2cc(Oc3ccccc3)ncn2)n1 (stereo not given) | -2.4 | -10.7 | nt | 12.1 | ? | -1.0 | -9.7
CCOC(=O)COc1cccc2c(=O)n(CC(=O)N3CCN(C(=O)OCC)CC3)ccc12 | -1.9 | 5.0 | nt | -3.2 | 1.7 | 1.7 | -2.4
CC1CN(S(=O)(=O)c2ccc(C(=O)OCc3ccc(C#N)cc3)cc2)CC(C)O1 (stereo not given) | 0.6 | 5.6 | -15.4 | 4.8 | ? | -7.6 | -9.2
C/C(CC(=O)Nc1ccc2c(c1)OCCO2)=N\NC(=O)c1ccccn1 | -2.1 | -6.2 | 9.0 | -1.6 | nt | -17.7 | 2.3
CC(NC(=S)Nc1ccc(S(=O)(=O)N2CCOCC2)cc1)C1CC2CCC1C2 (stereo not given) | nt | 8.1 | -19.9 | nt | 10.0 | 4.0 | nt
COc1ccc(CN(C)C[C@@H]2Oc3ccc(NC(=O)CCCCCC(=O)Nc4ccccc4N)cc3CC(=O)N([C@H](C)CO)C[C@@H]2C)cc1 | 0.0 | -1.7 | 16.9 | nt | nt | 19.7 | nt
CO[C@@H]1CN(C)C(=O)c2ccc(NS(C)(=O)=O)cc2OC[C@H](C)N(C(=O)c2ccc3c(c2)OCO3)C[C@H]1C | 0.8 | 2.4 | 9.1 | 9.7 | nt | -8.4 | 2.7[16.7 µM]
C[C@@H]1CN([C@@H](C)CO)C(=O)c2cccc(NC(=O)CCCCCC(=O)Nc3ccccc3N)c2O[C@H]1CN(C)C(=O)Nc1ccc(F)cc1 | -4.0 | -1.0 | 4.2 | nt | 48.5* | -1.8 | nt
CSc1ccc(/C=N/NC(=O)c2cc(O)cc(O)c2)cc1 | nt | nt | 8.4 | 1.3 | nt | -45.4 | -1.9
COc1ccc2[nH]c3c(c2c1)CCNC3(C)CCc1ccc(Cl)nc1 (stereo not given) | nt | 12.7 | -3.9 | -10.8 | 4.0 | -21.0 | nt
COc1ccc2c3c(n(C)c2c1)[C@H](CO)N(C(=O)C1CCCC1)CC31CCN(C(=O)CN(C)C)CC1 | 3.0 | -5.1 | -3.6 | nt | 2.3 | -18.9 | nt
COc1ccc(C)cc1N(C(=O)c1ccc(F)cc1)c1nc2ccccc2s1 | nt | nt | -22.1 | -4.1 | nt | 0.8 | nt
Cc1ccn2c(NC(=O)c3ccccc3)c(-c3ccccc3)nc2c1 | -1.3 | -34.2 | -2.1 | -0.8 | 0.9 | 7.4 | -5.2
CCC(=O)N1CC[C@@H]2[C@H]1c1cc(-c3cccc(F)c3)ccc1N(C)[C@H]2CO | -1.0 | 0.5 | 0.1 | -3.7 | nt | 4.8 | 9.4[16.7 µM]
NCC[C@H]1CC[C@H](NC(=O)C2CCC2)[C@@H](CO)O1 | -3.1 | 8.0 | 2.7 | -8.5 | -3.2 | 6.1 | nt
CC=Cc1ccc2n(c1=O)C[C@@H]1[C@@H](CO)[C@H](C(=O)N3CCCCC3)N(Cc3ccccn3)[C@H]21 (mixture of isomers) | 0.3 | -8.6 | 5.4 | nt | 2.8 | 9.9 | 1.7[16.7 µM]
Cc1ccccc1S(=O)(=O)NCC[C@@H]1CC[C@H](NC(=O)C2CCC2)[C@H](CO)O1 | -2.0 | 6.5 | 2.9 | nt | -6.0 | -1.0 | nt
COc1ccccc1CN1CC(C(=O)N2CCOCC2)CCC1=O (stereo not given) | -0.1 | nt | 15.7 | -5.6 | 3.4 | -9.2 | nt
O=C(C[C@@H]1C=C[C@H](NC(=O)c2ccncc2)[C@H](CO)O1)NCC1CCCCC1 | 2.3 | -3.0 | 7.3 | -3.5 | -1.5 | nt | nt
Cc1cc(C)nc(N/N=C/c2sccc2C)n1 | 0.6 | -39.0 | 6.0 | 4.4 | 7.0 | -246.5 | nt
CCO[C@@H]1OC(C(=O)O)=C[C@H](c2cn(C(C)=O)c3ccccc23)[C@H]1CCCO | -0.7 | -6.5 | 25.6 | 0.6 | nt | 12.9 | -12.4
CS(=O)(=O)N(CC(=O)NCCSCc1ccccc1Cl)c1ccccc1F | 1.5 | -0.2 | -20.8 | 12.7 | -3.1 | -4.8 | 2.0
C[C@@H]1CN([C@H](C)CO)C(=O)c2cc(NS(=O)(=O)c3ccc(F)cc3)ccc2O[C@@H]1CN(C)CC1CC1 | -1.1 | nt | 0.6 | -13.3 | -1.0 | -1.2 | -1.8[16.7 µM]
CCCS(=O)(=O)N1CCN(Cc2ccccc2[N+](=O)[O-])CC1 | -0.1 | 5.7 | 5.5 | 3.7 | 1.6 | -6.1 | -3.5
O=C(c1cnc(Cc2c[nH]c3ccccc23)c(I)c1)N1CCOCC1 | -0.4 | 6.8 | 3.2 | 9.8 | 4.9 | 17.8 | 4.1
O=C(Nc1ccc(F)cc1F)c1ccc2ncsc2c1 | -1.9 | -98.6 | 19.1 | -8.7 | -5.7 | -185.6 | -1.7
CCOC(=O)CCC(=O)Nc1ccc(S(=O)(=O)N2CCc3ccccc32)cc1 | -0.6 | -9.8 | -17.7 | -4.7 | 0.4 | 33.5 | 4.4
Cc1nc(-c2cc(C#N)c(=O)[nH]c2C)cs1 | 0.0 | -2.2 | nt | 2.7 | 8.0 | 8.2 | -5.5

Quoted at random: 3 compounds from above, in no set order.
SMILES | CFTR F508del cor | EWS-Fli inh | GSIS activator | FN deposit inh | DENV2 CPE rescue | PAX8 reporter | miR-122 sensor
Cc1cc(C)nc(N/N=C/c2sccc2C)n1 | 0.6 | -39.0 | 6.0 | 4.4 | 7.0 | -246.5 | nt
Cc1nc(-c2cc(C#N)c(=O)[nH]c2C)cs1 | 0.0 | -2.2 | nt | 2.7 | 8.0 | 8.2 | -5.5
CS(=O)(=O)N(CC(=O)NCCSCc1ccccc1Cl)c1ccccc1F | 1.5 | -0.2 | -20.8 | 12.7 | -3.1 | -4.8 | 2.0

Remaining list, next part:
SMILES | CFTR F508del cor | EWS-Fli inh | GSIS activator | FN deposit inh | DENV2 CPE rescue | PAX8 reporter | miR-122 sensor
NC(=O)C1CCN(C(=O)CCC(=O)c2ccc(F)cc2)CC1 | -3.0 | -17.9 | 0.5 | -5.1 | -3.2 | 2.0 | 5.7
CC1(C)CC(=O)c2sc(NC(=O)C(C)(C)C)nc2C1 | -3.7 | -43.0 | 8.1 | 2.2 | nt | -90.9 | nt
C[C@@H]1CCCCO[C@@H](CN(C)C(=O)Nc2ccccc2)[C@@H](C)CN([C@@H](C)CO)C(=O)c2cc(N(C)C)ccc2O1 | -1.5 | -0.1 | -8.6 | nt | nt | 2.5 | 9.8[16.7 µM]
CC(NC(=S)Nc1ccccc1Cl)C(c1ccccc1)N1CCOCC1 (stereo not given) | 2.2 | 10.6 | 4.9 | -5.7 | -0.8 | 15.4 | nt
CCOC(=O)c1c(NC2=NS(=O)(=O)c3ccccc32)sc2c1CCCCC2 | nt | 0.6 | 8.8 | 2.2 | 3.4 | -85.9 | -5.3
CC1(c2nnc(Cc3ccccc3)o2)CC(c2ccc(OC(F)(F)F)cc2)=NO1 (stereo not given) | -0.2 | -0.1 | -30.4 | 7.2 | 2.0 | -4.4 | -2.8
O=c1[nH]c2ccccc2n1Cc1ccc(F)cc1 | -0.1 | 0.6 | 0.4 | -2.2 | -19.0 | 12.4 | -1.4
CCCCc1ccc(-c2nc(N)n[nH]2)cc1 | nt | nt | 7.1 | -4.3 | nt | -153.6 | -0.4
Cc1csc(N2CCCC2c2nc3cc(Cl)c(N4CCCCC4)cc3n2CCOCCO)n1 (stereo not given) | -1.3 | -2.0 | 1.6 | -3.3 | -10.5 | 6.1 | -6.6
Cc1cc(C(=O)CSc2nnc(-c3cccnc3)n2-c2ccccc2F)c(C)n1C | nt | nt | nt | 0.5 | nt | -6.8 | -4.3
C[C@@H]1CCCCO[C@@H](CN(C)Cc2ccc(C(F)(F)F)cc2)[C@H](C)CN([C@H](C)CO)C(=O)c2cc(NC(=O)C3CCCCC3)ccc2O1 | 1.2 | 18.2 | -13.3 | nt | -12.4 | 10.7 | -22.0[16.7 µM]
CCCCN(C(=O)Cc1ccc(S(=O)(=O)N2CCOCC2)s1)c1c(N)n(CC(C)C)c(=O)[nH]c1=O | 1.2 | 6.9 | 2.1 | nt | -4.6 | 6.9 | -4.2
COc1ccc(Br)cc1CN(C)C(=O)c1cc(Cl)c2c(c1)OCCO2 | 1.8 | 8.7 | -22.2 | -8.5 | -3.4 | -4.4 | nt
Cc1ccc(Cn2c(N)c(S(=O)(=O)c3cccs3)c3nc4ccccc4nc32)cc1 | nt | nt | nt | -5.5 | nt | 23.3 | 27.4
N#CCCC(CCC#N)C1=NCCc2ccccc21 | -0.3 | 1.8 | 1.2 | -14.7 | 1.6 | 3.6 | 3.6
CCOC(=O)/C=C/C(=O)Nc1ccc(S(=O)(=O)N2CCc3ccccc32)cc1 | -10.3 | 10.6 | -1.5 | -7.9 | 0.2 | 23.4 | nt
COc1nc(OC)nc(N2CCC(C(=O)NC3CCCCCC3)CC2)n1 | nt | nt | nt | 3.1 | nt | -10.3 | -21.8
COC(=O)C1CCCCN1C(=O)c1ccc2oc(C(C)C)nc2c1 (stereo not given) | 1.4 | -30.8 | 2.1 | nt | ? | -29.6 | nt
C[C@H]1CCCCO[C@H](CN(C)C(=O)Nc2ccc3c(c2)OCO3)[C@@H](C)CN([C@@H](C)CO)C(=O)c2cc(NS(C)(=O)=O)ccc2O1 | 0.1 | -9.8 | 5.8 | nt | -2.3 | nt | -0.5[16.7 µM]
CCC(Sc1ncccc1C(=O)Oc1cccc([N+](=O)[O-])c1)C(=O)Nc1ccccc1OC (stereo not given) | nt | 9.2 | 4.7 | 6.9 | -3.2 | 14.0 | nt
COCCN=C1OC(=O)N2C(=O)C3=C4[C@@H](C[C@H]5C(=O)N(c6ccccc6)C(=O)[C@H]5[C@H]4[C@@]12Cc1ccccc1)[C@H]1C(=O)N(c2ccccc2)C(=O)[C@H]1[C@H]3C | -2.3 | -4.5 | nt | 4.3 | 16.9 | -22.1 | -2.6
C[C@H]1CN([C@@H](C)CO)C(=O)c2cc(NS(=O)(=O)c3ccc(Cl)cc3)ccc2O[C@@H]1CN(C)C(=O)Nc1ccccc1 | 1.2 | 12.4 | -23.4 | nt | -1.4 | -9.2 | 0.9[16.7 µM]
CCOc1ccc2c(c1)C(N(CCN1CCOCC1)C(=O)Nc1ccc(OC)cc1OC)CC(C)(C)O2 (stereo not given) | 0.9 | 2.1 | -20.3 | 7.1 | 2.3 | -9.4 | -2.9
O=C(COC(=O)COc1ccc(Br)cc1)NC1CCCC1 | -1.8 | -10.2 | 15.5 | 0.5 | 3.9 | nt | -6.8
Cc1ccc(S(=O)(=O)N/N=C/c2cccs2)cc1 | -0.7 | -1.6 | -17.5 | 4.0 | -0.2 | 2.5 | nt
CCc1ccc(N=C2NC(=O)/C(=C/c3ccc(OCC(=O)O)cc3)S2)cc1 | -0.9 | 0.4 | 2.5 | -1.2 | 0.9 | 9.9 | 1.1
Cc1ccc(C(=O)Nc2ccc(N3CCN(C(=O)c4ccco4)CC3)cc2)c(Cl)c1 | -0.1 | -51.7 | -4.1 | -9.0 | -0.1 | 0.3 | nt

Screening data as filed in PubChem.
